Screening data deposited in PubChem BioAssay by several laboratories.
NPY2 pot ag = human NPY-Y2 potentiation or agonism, primary screen | P49146 | cells expressing NPY-Y2, potentiator/agonist read-out | activation, % at 3.6 µM | 220,000 tested, 0.45% active; in the data active = activation above about 27%;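 note: cells stimulated with NPY near EC25 plus isoproterenol at EC100; 0% = vehicle plus submaximal agonist and 100% = vehicle plus saturating agonist; some results beyond the cut were filed as inactive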
Target sequence (P49146 whole entry, looked up): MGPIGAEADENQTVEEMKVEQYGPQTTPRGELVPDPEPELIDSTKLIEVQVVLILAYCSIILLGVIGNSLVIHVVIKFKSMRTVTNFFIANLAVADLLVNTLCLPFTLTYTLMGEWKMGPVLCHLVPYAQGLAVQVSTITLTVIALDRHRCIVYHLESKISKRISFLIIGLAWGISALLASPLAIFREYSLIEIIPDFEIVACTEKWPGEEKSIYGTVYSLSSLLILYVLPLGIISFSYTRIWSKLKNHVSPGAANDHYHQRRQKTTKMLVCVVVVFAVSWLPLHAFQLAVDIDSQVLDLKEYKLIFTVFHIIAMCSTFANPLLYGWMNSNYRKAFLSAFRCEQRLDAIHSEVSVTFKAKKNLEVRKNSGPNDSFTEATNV
S1P4 antag = human S1P4 receptor antagonism; S1P4-expressing cells, antagonist mode, reporter read-out; inhibition, % at 4.98 µM; 220,000 tested, 0.26% active; in the data active = inhibition above about 29%;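 note: 0% = wells stimulated with agonist and 100% = vehicle wells without agonist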
Target sequence (O95977 whole entry, looked up): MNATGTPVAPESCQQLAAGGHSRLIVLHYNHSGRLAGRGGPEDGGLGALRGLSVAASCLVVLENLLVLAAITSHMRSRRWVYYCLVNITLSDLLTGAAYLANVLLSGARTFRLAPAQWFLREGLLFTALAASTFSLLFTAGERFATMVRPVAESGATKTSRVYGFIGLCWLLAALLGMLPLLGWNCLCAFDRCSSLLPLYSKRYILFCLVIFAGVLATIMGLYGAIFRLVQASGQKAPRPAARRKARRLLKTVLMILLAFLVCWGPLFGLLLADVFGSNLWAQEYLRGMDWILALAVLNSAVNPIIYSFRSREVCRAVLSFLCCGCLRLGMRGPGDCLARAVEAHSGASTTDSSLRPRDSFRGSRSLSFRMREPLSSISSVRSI
Ba/F3 V617F tox = lowers viability of Ba/F3 cells expressing EpoR and JAK2V617F. AID 1446. ATP luminescence. 220,000 tested, 1.1% active. inhibition, % at 5.6 µM;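 active = inhibition above the campaign mean plus 3 SD over all tested compounds, cut at about 24% in these data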;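 note: cytokine-independent growth of Ba/F3 cells driven by EpoR plus mutant JAK2; 0% = DMSO-treated cells and 100% = JAK inhibitor I control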
BaF3 tox = counter-screen for JAK2V617F inhibitors: parental Ba/F3 viability inhibitors. CellTiter-Glo ATP luminescence. inhibition, % at 5.6 µM. 220,000 tested, 1.1% active. AID 1486;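 active = inhibition above a per-campaign cutoff, the mean inhibition of all tested compounds plus 3 SD, cut at about 27% in these data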;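 note: 0% = DMSO wells and 100% = JAK Inhibitor I control wells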
S1P4 agonist = activates the human S1P4 receptor; O95977; S1P4-expressing cell line, agonist reporter assay; activation, % at 4.98 µM; 220,000 tested, 0.35% active; AID 1509; in the data active = activation above about 11%;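 note: 0% = DMSO vehicle and 100% = reference agonist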
PERK inh = inhibitors of human PERK kinase | Q9NZJ5 | CHO PERK-DD fusion, SEAP luminescence translation reporter | AID 1416 | 220,000 tested, 0.17% active | inhibition, % at 5.6 µM;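 active = inhibition above the mean inhibition of all tested compounds plus 3 SD, set separately per screening campaign, cut at about 2.9% in these data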;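 note: PERK kinase domain activated by AP20187 dimerizer at 100 nM; 0% = DMSO with dimerizer and 100% = rapamycin at 8.4 µM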
eIF4E 4G PPI = blocks eIF4E binding to eIF4G; P63073+Q04637; TR-FRET eIF4E-eIF4GI(517-606) binding, 2 h; inhibition, % at 21.7 µM; 220,000 tested, 0.37% active;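 active = inhibition above about 30%, limit read from the data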;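 note: 0% = full FRET control wells and 100% = background wells lacking eIF4GI fragment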
Wee1 degr inh = blocks degradation of human Wee1 kinase. P30291. HeLa Luc-Wee1K328M stability, luciferase luminescence; 100% = proteasome inhibitor MG132 effect. reporter increase, % at 5 µM. 220,000 tested, 1.2% active. AID 1321;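 active = activation above the mean of all tested compounds plus 3 SD, set per screening run, cut at about 8.8% in these data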;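 note: cells exposed to compound for 20 h before luminescence read; 0% = DMSO alone and 100% = MG132 at 30 µM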
Mdm2 ligase inh = Mdm2 E3 ligase (human) inhibition; Q00987; cell-based MDM2 ubiquitination luciferase reporter, 2 h; 0 = plate control, 100 = twice control, blank-subtracted; signal enhancement, % at 5 µM; 210,000 tested, 0.11% active; AID 1230;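 active = signal enhancement of 30% or more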;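 note: luminescence tracks abundance of the self-degrading MDM2-luciferase fusion protein; higher signal means inhibition of MDM2 E3 ligase activity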
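Buffer or medium: Cells held in DMEM | Assay system: Stable mammalian line carrying autodegrading MDM2–luciferase fusion reporter | Quantity: 2000 cells/well | Times: 4 h settle plus 2 h compound, 37 °C | Doses: One concentration, 5 µM, with 0.2% DMSO | Technique: Luminescence with SteadyLite reagent, 15 min at room temperature | Benchmarks: Plate controls and plate blanks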
* hit, by the source's call; nt = no result given; & = joins results of further samples; [ ] = another dose, or the depositor's remark.

SMILES	NPY2 pot ag	S1P4 antag	Ba/F3 V617F tox	BaF3 tox	S1P4 agonist	PERK inh	eIF4E 4G PPI	Wee1 degr inh	Mdm2 ligase inh
Cc1cc(C)nc(-n2nc(C)cc2NC(=O)c2ccc(Br)o2)n1	1	-7	2	25	-0.6	-1.3	nt	1	nt
COc1ccc(C(=O)OCCc2ccc(O)cc2)cc1	5	-1	-4	-2	1.6	-0.7	8[fluorescence artefact?]	-2	nt
CCCCCCCC(=O)NC(Nc1ccc(S(N)(=O)=O)cc1)C(Cl)(Cl)Cl (stereo not drawn)	27	-16	-3	5	-0.3	0.7	11	-2	-14
Cc1cc(NC(=O)CN2CC(C)OC(C)C2)n(-c2nc3ccccc3s2)n1 (stereo not drawn)	6	-7	-5	2	-0.3	0.1	2	0	-10
CN(C)S(=O)(=O)c1ccc(NC(=O)N2CCN(c3ccccc3Cl)CC2)cc1	16	-20	-1	8	1.5	0.9	-5	-1	12
COc1ccc(/C=C/c2nnc(NC(C)=O)s2)cc1	-13	-7	0	-3	-2.9	-0.3	4	5	-25
Cn1c(C(C#N)C(=O)c2sc3ccccc3c2Cl)nc2ccccc21 (stereo not drawn)	-3	-19	-3	-1	1.9	-0.2	0	-2	-3
COCCCN(C(=S)Nc1cc(Cl)cc(Cl)c1)C(C)c1ccccn1 (stereo not drawn)	-25	-12	-1	-1	0.5	0.9	-5	-2	nt
Cc1cc(N2CCN(Cc3ccccc3)CC2)n2nc(C)c(-c3ccccc3)c2n1	-2	8	6	4	0.9	0.0	-5	-1	-17
Cc1cnc(C(=O)Nc2nc(-c3ccccc3)cs2)cn1	-1	-3	2	4	3.0	1.0	-2	-5	-10
CCCCCOC(=O)C1[C@H]2C(=O)N(Cc3cccs3)C[C@]23C=C[C@H]1O3 (stereo partly drawn)	3	2	-2	5	1.0	-1.3	9	3	-8
COc1ccc(Nc2nc(N3CCCCC3)nc3ccccc23)c(OC)c1	-7	-10	2	6	-2.5	-0.9	-1	6	-6
CCOc1ccc(/C=N/NC(=O)c2[nH]ncc2Br)c(O)c1	6	9	21	7	0.8	2.0	-2	3	-55
COc1ccc(-n2ncc3c(=O)n(Cc4c(F)cccc4Cl)cnc32)cc1	3	-7	1	1	-0.8	2.2	-1	4	11
Cc1c(C(=O)Nc2ccc3c(c2)OCO3)sc2ncn(CC(=O)N3CC(C)CC(C)C3)c(=O)c12 (stereo not drawn)	-10	3	-2	1	-2.2	-0.8	-11	-2	-17
CCc1ccc(C2=NN(C(C)=O)C(c3ccco3)C2)cc1 (stereo not drawn)	-21	-10	4	4	2.5	0.0	-9	8	-11
O=C(c1ccccc1)c1n[nH]c(-c2ccccc2)cc1=O	-4	-16	-4	3	0.7	0.3	0	-2	-10
C=CCc1c(C)nc(C)nc1N/N=C/c1ccccc1O	-16	-7	2	5	-1.5	-0.3	0[fluorescence artefact?]	0	-8
COc1cccc(C2C(C(=O)OC(C)C)=C(C)Nc3ncnn32)c1 (stereo not drawn)	19	-6	-6	-2	-2.1	-0.5	2	-5	-11
C=CCNc1cnn(CC(C)=O)c(=O)c1Br	6	-1	-5	2	0.9	0.0	2	-2	-5
O=C(Nc1ncc(Cc2ccccc2)s1)C1COc2ccccc2O1 (stereo not drawn)	-11	-7	-4	-5	1.4	0.1	0[fluorescence artefact?]	2	-15
c1ccc(CSc2nnc(SCc3ccccn3)s2)nc1	6	9	-3	2	-1.1	1.6	5[fluorescence artefact?]	0	-2
COc1cccc(NC(=O)CSc2nnc(COc3ccc4c(c3)CCCC4)o2)c1	0	-18	-4	2	-4.9	-0.2	2	2	2
Cc1ccc(C(=O)c2oc3ccccc3c2NC(=O)c2cc(-c3ccccc3O)n[nH]2)cc1	1	-4	-2	1	-0.8	0.0	1[fluorescence artefact?]	1	-4
N#Cc1nc(-c2ccccc2)oc1NCCCn1ccnc1	0	-3	-1	5	-1.3	0.3	-1	-2	-3

In the list so far, these contain an NH in an aromatic ring.
SMILES	NPY2 pot ag	S1P4 antag	Ba/F3 V617F tox	BaF3 tox	S1P4 agonist	PERK inh	eIF4E 4G PPI	Wee1 degr inh	Mdm2 ligase inh
CCOc1ccc(/C=N/NC(=O)c2[nH]ncc2Br)c(O)c1	6	9	21	7	0.8	2.0	-2	3	-55
O=C(c1ccccc1)c1n[nH]c(-c2ccccc2)cc1=O	-4	-16	-4	3	0.7	0.3	0	-2	-10
Cc1ccc(C(=O)c2oc3ccccc3c2NC(=O)c2cc(-c3ccccc3O)n[nH]2)cc1	1	-4	-2	1	-0.8	0.0	1[fluorescence artefact?]	1	-4

(list continues)
SMILES	NPY2 pot ag	S1P4 antag	Ba/F3 V617F tox	BaF3 tox	S1P4 agonist	PERK inh	eIF4E 4G PPI	Wee1 degr inh	Mdm2 ligase inh
CC(C)(C)NC(=O)C(c1ccccn1)N(C(=O)c1csnn1)C1CCCC1 (stereo not drawn)	-8	-13	-5	-4	-0.1	1.5	-2	-1	nt
CNC(=O)C(=O)NCCc1ccc(Cl)cc1	-2	-7	1	1	-0.4	1.2	3	20*	-9
COc1cccc(N2CCN(C(=O)c3ccc(N4C(=O)NC5CC4(C)Oc4ccccc45)cc3)CC2)c1 (stereo not drawn)	-5	0	0	9	0.1	0.0	-4	1	18
COc1ccc(S(=O)(=O)N(C)C)cc1NC(C)C(=O)Nc1cccc(C#N)c1 (stereo not drawn)	-7	-4	-2	3	-1.4	0.4	-3	1	-10
COc1ccc(-c2ccnc3nc(N4CCOCC4)nn23)cc1	1	6	0	-1	-2.6	1.9	21	-4	-6
CCc1ccc(Nc2nnc(SCC(=O)N(C)C3CCS(=O)(=O)C3)s2)cc1 (stereo not drawn)	19	2	-2	-1	0.6	1.8	-3	6	-21
CCOC(=O)C1=C(O)C(Nc2nc3ccccc3s2)(C(F)(F)F)N=C1C (stereo not drawn)	-5	-11	3	5	2.5	-0.9	-2	-1	-5
CCn1cc(C(=O)NCCc2ccccc2)c(=O)c2cc(S(=O)(=O)N3CCCC3)ccc21	10	-3	4	6	-0.5	-0.8	9	9.4*	-13
S=C(Nc1ccccn1)c1ccccn1	11&19	-21&-16	-3&1	0&-6	1.6&-0.2	0.2&0.9	19&-12	0&0	-34
O=S(=O)(NCc1ccccc1)c1ccc(Br)c2nsnc12	-2	22	0	1	0.1	-0.1	-1	0	-8
CC(C)CCCNc1nc(N2CCOCC2)nc(N2CCOCC2)n1	-6	3	0	6	-2.4	-0.1	0	4	-16
CC(=O)Nc1ccc(Oc2cncc(Cl)c2)nc1	17	-13	-1	3	1.6	0.9	-2	-2	-10
CC(NC(=O)CCN1N=C(c2ccccc2)CCC1=O)c1ccc2c(c1)OCCO2 (stereo not drawn)	-24	-17	6	11	-0.4	0.2	2	0	-6
Clc1ccc(Cn2cnc3ccccc32)cc1	-12	-3	1	5	0.1	0.3	1	3	-12
N#CN(CC(N)=O)c1nc(N2CCCCC2)nc(N2CCCCC2)n1	13	-8	-1	5	2.3	0.3	-1	1	-9
O=C(Nc1cccc(C(F)(F)F)c1)Oc1ccccc1N1CCOCC1	-11	12	-1	3	-0.8	-0.9	-3	1	-6
CCSC1=C(C#N)C(c2ccccc2C)CC(=O)N1 (stereo not drawn)	20	-8	-4	3	-0.2	1.3	-4	-1	-6
Cc1cccc(N=C2NN=C(c3ccccc3F)CS2)c1C	-3	-15	-1	1	0.3	-0.1	-2	-2	-11
CN(C)C(=O)Cn1c(SCC(=O)N2CCCc3ccccc32)nc2ccccc21	-5	0	-4	3	1.4	0.2	-8	1	-7
O=C(c1cn(CC(=O)N2CCCCC2)c2ccccc12)C1CC1	19	1	-2	3	0.3	-0.7	-9	-3	-65
CNC(=S)NNC(=O)c1ccccc1Br	13	-18	-5	0	1.9	0.4	-1	7	12
Cc1ccc(-n2cc(C(=O)c3ccc(N4CCN(C)CC4)cc3)nn2)cc1Cl	12	-1	-2	-2	0.3	0.1	4	-2	-12
COCCNC(=O)c1c(C)cc(C)cc1C	-15	-6	3	7	1.7	-0.2	2	0	-3
CCC(=O)c1c[nH]c(C(=O)NCC2CCCO2)c1 (stereo not drawn)	8	-13	-2	-1	1.1	1.3	-12	1	-14
N#Cc1c(Sc2ncc(C(F)(F)F)cc2Cl)nsc1C/C=N\OCc1c(F)cccc1Cl	1	3	2	3	0.6	0.0	-19	-2	-3

Wee1 degr inh: hit marks shown above.
| SMILES | NPY2 pot ag | S1P4 antag | S1P4 agonist | PERK inh | eIF4E 4G PPI | Wee1 degr inh | Mdm2 ligase inh |
| --- | --- | --- | --- | --- | --- | --- | --- |
| CNC(=O)C(=O)NCCc1ccc(Cl)cc1 | -2 | -7 | -0.4 | 1.2 | 3 | 20* | -9 |
| CCn1cc(C(=O)NCCc2ccccc2)c(=O)c2cc(S(=O)(=O)N3CCCC3)ccc21 | 10 | -3 | -0.5 | -0.8 | 9 | 9.4* | -13 |

Quoted at random: four compounds from above, in no set order.
SMILES	NPY2 pot ag	S1P4 antag	Ba/F3 V617F tox	BaF3 tox	S1P4 agonist	PERK inh	eIF4E 4G PPI	Wee1 degr inh	Mdm2 ligase inh
CCc1ccc(Nc2nnc(SCC(=O)N(C)C3CCS(=O)(=O)C3)s2)cc1 (stereo not drawn)	19	2	-2	-1	0.6	1.8	-3	6	-21
CNC(=S)NNC(=O)c1ccccc1Br	13	-18	-5	0	1.9	0.4	-1	7	12
Clc1ccc(Cn2cnc3ccccc32)cc1	-12	-3	1	5	0.1	0.3	1	3	-12
CCOC(=O)C1=C(O)C(Nc2nc3ccccc3s2)(C(F)(F)F)N=C1C (stereo not drawn)	-5	-11	3	5	2.5	-0.9	-2	-1	-5

More results
SMILES	NPY2 pot ag	S1P4 antag	Ba/F3 V617F tox	BaF3 tox	S1P4 agonist	PERK inh	eIF4E 4G PPI	Wee1 degr inh	Mdm2 ligase inh
Cc1ccc(C(C#N)c2ccc(Cl)nn2)cc1 (stereo not drawn)	-4	-13	4	12	1.0	0.4	1	-1	1
N#CCCN(Cc1cccnc1)C(=S)NC(=O)c1ccco1	-2	-2	-2	7	0.9	0.0	-3	-3	-9
Cc1onc(-c2c(Cl)cccc2Cl)c1C(=O)N1CCc2ccccc21	26	-29	1	0	2.2	-1.6	-7	-1	-11
O=C1c2sc3nc4c(c(=O)n3c2C(=O)N1c1ccccc1)CCC4	-4	-11	-2	3	-0.9	0.3	-1	0	-5
Cn1c(=O)n(CCN2CCOCC2)c(=O)c2c1nc1n2CCN1c1ccccc1	2	12	-4	0	-3.4	1.1	nt	-2	nt
CCCOc1ccc(C2C(C(=O)/C=C/c3ccco3)=C(O)C(=O)N2CCN2CCOCC2)cc1OC (stereo not drawn)	8	-22	-1	9	-0.1	0.6	2	0	-4
N#CCCn1cc(/C=N/NC(=O)c2ccncc2)c(-c2ccccc2)n1	-24	-4	3	1	-2.4	-0.2	-4	-2	2
O=S1(=O)CC(O)C(Nc2ccc(Cl)cc2)C1 (stereo not drawn)	-7	-2	-4	-1	-0.8	0.8	4	-2	nt
CC(C)C(=O)Nc1ccc(C(=O)c2ccccc2)cc1	10	-16	-4	2	-0.8	0.0	4	2	-6
